Compound activity from PubChem BioAssay.
Tb PFK inh: T. brucei PFK enzyme inhibition; Potency, µM (doses to about 57.5 µM), without a hit: at the highest dose activity, negative = inhibition, actives largely listed as inhibitors; O15648; 0.17% of 330,000 active; T. brucei PFK, ADP-Glo luminescence;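 note: potency is the fitted concentration of half-maximal effect; 0% = uninhibited 1x PFK enzyme wells and -100% = no-enzyme wells; nearly all actives have a fitted effect of over 60% in size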
Target sequence (O15648 whole entry, looked up): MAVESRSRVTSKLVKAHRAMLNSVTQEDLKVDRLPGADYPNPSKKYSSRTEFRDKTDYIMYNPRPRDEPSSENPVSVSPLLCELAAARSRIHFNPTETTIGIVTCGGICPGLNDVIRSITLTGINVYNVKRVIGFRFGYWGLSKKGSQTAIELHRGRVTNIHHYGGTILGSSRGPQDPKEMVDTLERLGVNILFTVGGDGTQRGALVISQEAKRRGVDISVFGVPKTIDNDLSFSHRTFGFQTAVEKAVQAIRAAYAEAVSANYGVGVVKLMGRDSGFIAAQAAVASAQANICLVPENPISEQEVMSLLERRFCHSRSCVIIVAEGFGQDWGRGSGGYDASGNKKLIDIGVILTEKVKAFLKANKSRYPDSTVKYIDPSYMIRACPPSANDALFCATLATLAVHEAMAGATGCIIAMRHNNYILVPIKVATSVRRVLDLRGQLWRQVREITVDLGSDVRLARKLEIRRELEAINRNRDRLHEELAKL
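In TEA buffer at pH 8.0 with 5 mM MgCl2, enzyme (1.25 nM) converted F6P (0.5 mM) and ATP (0.1 mM) for 45 min at room temperature. ADP product was read by luciferase luminescence.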
TRPV1 agonist: activates the human vanilloid receptor TRPV1; AID 540275; 0.19% of 320,000 active; activation, % at 8.33 µM; TRPV1-expressing cells, Fluo-8 calcium influx, agonist mode; Q8NER1; in the data active = activation above about 80%; inconclusive = between about 30% and that limit; note: 0% is about no effect
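Fluo-8 calcium influx in TRPV1-expressing cells, kinetic read (ex 480/em 520 nm). Compound added and read 3 min for agonist activity, followed by capsaicin at EC20 final and 2 min further read for enhancement.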
ELG1 genotox: genotoxicity induction in ELG1-luciferase HEK293T cells. Potency, µM (titrated, usually from 46 µM), for inactives: at the top dose activity change, positive = activation, hits mostly activators. 1.3% of 330,000 active. HEK293T ELG1-luciferase reporter, luminescence, 16 h. AID 504466; note: potency is the fitted concentration of half-maximal effect; % of control where 0% means no effect; nearly all actives have a fitted effect of over 60% in size
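HEK293T cells expressing luciferase-tagged ELG1 were treated with compound or DMSO for 16 hr at 37°C. Luciferase activity was then read after 30 min with ONE-Glo at room temperature; rising signal flags genetic stress.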
ELG1 DNA repair: blocks ELG1-dependent DNA repair in HEK293T cells; HEK293T ELG1-luciferase reporter, luminescence, 16 h; DNA damage induced by 5-fluorouridine; Potency, µM (highest dose often 46.1 µM), for the others: top-dose activity change, negative = inhibition, most hits filed as inhibitors; 2.3% of 330,000 active; AID 504467; note: potency is the fitted concentration of half-maximal effect; % is set by controls: 0 for no effect and ±100 for the full control effect; nearly all actives have a fitted effect of over 55% in size
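Luminescence from the luciferase reporter, measured 30 min after ONE-Glo reagent at room temperature, was the read-out. Beforehand, 2,000 cells per well were exposed for 16 hr at 37 °C to 5-fluorouridine together with compound or vehicle.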
NPC1 promoter act: activates the NPC1 promoter; Huh7 NPC1 promoter luciferase reporter, 24 h; Potency, µM (doses to about 9.22 µM), for the others: at the top dose activation, actives largely listed as activators; 2.4% of 320,000 active; AID 485313;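 note: potency is the fitted concentration of half-maximal effect; % of control where 0% means no effect; nearly all actives have a fitted effect of over 60% in size; reporter is driven by a mutant NPC1 promoter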
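Readout is luciferase luminescence, reflecting NPC1 promoter activation in stably transfected Huh7 cells after 24 h compound exposure at 37 °C in reduced-serum medium with 10% FBS.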
RORg inh: blocks mouse ROR gamma transcriptional activity; Drosophila S2 Gal4-RORgamma UAS-luciferase reporter, 20 h; Potency, µM (top dose mostly 53.6 µM), for inactives: at the top dose activity change, negative = inhibition, actives largely listed as inhibitors; 5.4% of 310,000 active; AID 2551; note: potency is the fitted concentration of half-maximal effect; % is set by controls: 0 for no effect and ±100 for the full control effect; nearly all actives have a fitted effect of over 60% in size
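Drosophila Schneider cells stably carrying a metallothionein-driven Gal4 DBD–ROR gamma fusion and a UAS-Photinus luciferase reporter were exposed to compound for 1 hr, then induced with copper sulfate (700 uM final) for 20 hr at ambient temperature before luminescence reading.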
Rab9 prom act: activates the Rab9 promoter. Huh7 Rab9 promoter-luciferase reporter, luminescence, 24 h. Potency, µM (top dose mostly 9.22 µM), for the others: at the top dose activation, negative = inhibition, hits mostly activators. 2.8% of 320,000 active; note: potency is the fitted concentration of half-maximal effect; % of control where 0% means no effect; nearly all actives have a fitted effect of over 60% in size
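Promoter activation is measured as luciferase luminescence in Huh7 cells stably transfected with a Rab9 promoter–luciferase construct, following 24 h compound exposure at 37 °C and 10 min reagent incubation at ambient temperature.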
FLuc counter: inhibits or activates purified firefly luciferase, miR-21 counter-screen; P08659; purified FLuc, Km substrates, luminescence inhibition; Potency, µM (doses to about 57.5 µM), for inactives: at the top dose activity change, negative = inhibition, usual class: inhibitors; 6.9% of 360,000 active; AID 588342;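 note: potency is the fitted concentration of half-maximal effect; plate controls were vehicle for no effect and reference inhibitor for full effect; nearly all actives have a fitted effect of over 55% in size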
Target sequence (P08659 whole entry, looked up): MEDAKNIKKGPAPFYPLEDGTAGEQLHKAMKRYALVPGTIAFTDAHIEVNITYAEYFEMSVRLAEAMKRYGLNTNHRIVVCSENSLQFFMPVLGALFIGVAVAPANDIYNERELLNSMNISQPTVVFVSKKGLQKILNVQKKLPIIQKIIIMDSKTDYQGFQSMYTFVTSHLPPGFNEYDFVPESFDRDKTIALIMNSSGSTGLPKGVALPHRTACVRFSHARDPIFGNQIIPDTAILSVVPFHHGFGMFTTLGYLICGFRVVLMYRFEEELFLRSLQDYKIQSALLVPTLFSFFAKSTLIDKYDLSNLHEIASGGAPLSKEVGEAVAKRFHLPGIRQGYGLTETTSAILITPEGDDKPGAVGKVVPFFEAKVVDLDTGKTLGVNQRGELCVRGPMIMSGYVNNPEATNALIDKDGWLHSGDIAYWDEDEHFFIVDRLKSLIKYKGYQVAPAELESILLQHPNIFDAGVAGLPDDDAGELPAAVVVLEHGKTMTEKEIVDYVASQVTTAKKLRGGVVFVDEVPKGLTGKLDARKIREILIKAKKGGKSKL
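Purified P. pyralis luciferase (10nM final) with 10uM D-luciferin and 10uM ATP (Km levels) in 50mM Tris acetate pH 7.5, 10mM Mg acetate, 0.01% Tween-20, 0.05% BSA; qHTS 6-point titration, ~60 µM downward; luminescence read.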
Gal4-VP16 FLuc: counter-screen for ROR gamma inhibitors: Gal4-VP16 reporter; 3.5% of 310,000 active; Potency, µM (top dose mostly 53.6 µM), without a hit: at the highest dose activity, negative = inhibition, hits mostly inhibitors; Drosophila S2 Gal4-VP16 UAS-luciferase, luminescence, 20 h; AID 2546;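 note: Gal4-VP16 expression switched on by copper sulfate through the metallothionein promoter; potency is the fitted concentration of half-maximal effect; % is set by controls: 0 for no effect and ±100 for the full control effect; nearly all actives have a fitted effect of over 50% in size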
p53 reactivator: re-activators of mutant p53 | H1299 p53-A138V BP100-luciferase reporter, luminescence, 24 h | Potency, µM (titrated, usually from 92.2 µM), for the others: at the highest dose activity change, positive = activation, hits mostly activators | 0.063% of 320,000 active | AID 504706; note: potency is the fitted concentration of half-maximal effect; % of control where 0% means no effect; nearly all actives have a fitted effect of over 45% in size
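H1299 (p53-null), stable ts p53-A138V + BP100-Luc; 1000 cells/well, Opti-MEM/10% FBS; cpd 4 pt, 1:5; 24 h, 37 deg C, 5% CO2; detection reagent 10 min RT; luminescence.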
BRCA1 expr act: activators of BRCA1 expression; 1.1% of 380,000 active; Potency, µM (series often up to 46.1 µM), inactives show top-dose activation, actives largely listed as activators; AID 624202; MCF7-BRCA1-FFLuc reporter, luminescence, 48 h; response scale: scaled: vehicle 0%, 10 µM genistein 100%; note: potency is the fitted concentration of half-maximal effect; nearly all actives have a fitted effect of over 80% in size; some results filed as inactive show a strong effect at the top dose
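Cells: MCF7-BRCA1-FFLuc, 2000/well. Exposure: 48 h, 37 °C, 5% CO2. Read: luminescence, 15 min post-substrate. Controls: genistein 10 microM (maximal activation), DMSO (neutral).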
Numbers without * were called inactive; ? = inconclusive; · = no result given; & = joins results of further samples; [ ] = dose if it differs, or a comment. Unless noted, calls come from the whole dose curve; as a rule, active = well fitted curve in the direction sought with a large enough effect; inconclusive = small, poorly fitted or top-dose-only effect, or another doubt; inactive = no such curve, though single readings can be large; an effect the other way counts as inactive or inconclusive.

SMILES	Tb PFK inh	TRPV1 agonist	ELG1 genotox	ELG1 DNA repair	NPC1 promoter act	RORg inh	Rab9 prom act	FLuc counter	Gal4-VP16 FLuc	p53 reactivator	BRCA1 expr act
O=C(NCCCN1CCCC1)c1ccc(CSCc2cccc(Cl)c2)o1	-14%	1	-2%	-4%	-2%	13%	-2%	2%	9%	-1%	-24%
Cc1ccc(CN(c2ccc(C(=O)NCc3cccnc3)cc2)S(C)(=O)=O)cc1	-1%	-2	-7%	?	-1%	12%	-5%	1%	4%	-10%	-22%
CCCCOc1ccc(C(=O)NN2C(=O)NC3(CCCCC3)C2=O)cc1OC	-3%	-2	3%	14%	2%	·	-3%	2%	·	3%	6%
CC(=O)Cn1ncc(N2CCOCC2)c(Br)c1=O	-4%	-2	1%	?	-1%	-9%	-3%	-2%	-5%	-6%	0%
Cc1ccccc1NC(=O)CSc1nc(N2CCCCC2)nc(N2CCCCC2)n1	3%	-1	1%	24%	0%	-17%	7%	10%	0%	-3%	2%
COc1ccc([N+](=O)[O-])cc1NC(=O)C(C)OC(=O)CN1C(=O)C2CC=CCC2C1=O (centres undefined)	0%	3	3%	14%	2%	·	-12%	-29%	·	0%	11%
CC(=O)Nc1cc(NC(C)=O)cc(C(=O)NCC2(N3CCOCC3)CCCCC2)c1	-24%	-1	-1%	15%	-2%	·	-5%	1%	·	-4%	-1%
COc1cc(CC(=O)OCC(=O)Nc2ccc([N+](=O)[O-])cc2)cc(OC)c1OC	0%	-3	1%	-10%	0%	14%	-1%	-4%	0%	-1%	21%
CN(C)C(=O)CSc1nnc(CCN)o1	3%	-2	-1%	21%	-4%	-9%	4%	5%	-6%	-2%	-6%
Cc1cc(=O)nc2c3ccccc3n(CC(=O)NCCCN3CCOCC3)n12	11%	1	0%	9%	-3%	?	0%	0%	?	1%	4%
CCN(CC(=O)NCC(=O)Nc1cccc(C)c1C)Cc1ccccc1	-3%	-1	1%	-3%	2%	·	0%	11%	·	·	-26%
COc1ccc(CN2CCC(C(=O)Nc3ccc(Oc4cccnc4)cc3)CC2)c(C)c1C	-3%	1	12%	-16%	-22%	-6%	-36%[inhibitor]	1%	?	8%	-2%
CC(C)CN(C(=O)COC(=O)c1ccc([N+](=O)[O-])s1)c1c(N)n(Cc2ccccc2)c(=O)[nH]c1=O	-3%	3	-6%	6%	-1%	·	1%	3%	·	0%	-51%
COCCCN1C(=O)N(c2ccc(F)cc2)C(=O)C1CC(=O)Nc1ccc(OC)cc1 (centres undefined)	2%	-1	-2%	0%	0%	-19%	21%	-1%	4%	-1%	11%
CCc1c(O)nc2sc3ccccc3n2c1=O	3%	0	2%	5%	-1%	16%	18%	?	4%	2%	-9%
Cc1ccc(S(=O)(=O)N2[C@@H](c3ccc4c(c3)OCO4)C(C(=O)O)=C[C@H]2CC2CCCC2)cc1	3%	·	0%	0%	·	·	·	·	·	-2%	12%
CCC(NC(=O)c1cc(COc2cc(C)c(Cl)c(C)c2)on1)c1ccncc1 (centres undefined)	4%	18	-6%	-17%	-6%	28%	-1%	3%	-4%	2%	-64%
CS(=O)(=O)N1CCC(C(=O)NCCN2CCN(Cc3ccccc3)CC2)CC1	0%	1	0%	5%	0%	-4%	-6%	-2%	4%	-2%	6%
COc1cc(OC)c(OC)cc1CNC(=O)c1cccc(S(=O)(=O)N2CCc3ccccc3C2)c1	-4%	4	-8%	?	-32%[inhibitor]	·	-35%[inhibitor]	0%	·	-7%	-53%
COc1cc2c(cc1OC)CN(C(=O)CNS(=O)(=O)c1ccc(C)c(C)c1)CC2	4%	1	6%	2%	0%	-12%	-1%	1%	0%	-1%	-4%
COc1ccc(S(=O)(=O)Oc2cccc(/C=N/N=C3/NC(=O)C(CC(=O)O)S3)c2)cc1 (centres undefined)	15%	5	0%	?	2%	-12%	10%	?	-15%	1%	14%
Cc1nn(Cc2ccc(Cl)cc2)c(Cl)c1/C=N/NC(=O)c1cccnc1	?	10	-1%	?	-2%	?	-1%	?	-4%	-3%	-4%
CC(C)NC(=O)N(C)C[C@H]1Oc2ccc(NC(=O)Nc3ccccc3)cc2C(=O)N([C@@H](C)CO)C[C@@H]1C	-1%	·	-2%	12%	·	·	·	·	·	2%	-24%
CCOC(=O)C1CCN(S(=O)(=O)c2ccc3c(c2)NC(=O)CS3)CC1	-19%	10	-4%	-17%	-1%	-18%	-5%	-5%	?	-10%	-2%
CNS(=O)(=O)c1cccc(C(=O)OCC(=O)NCc2ccccc2)c1	7%	1	1%	8%	-1%	-1%	12%	3%	7%	1%	3%
COc1cc2ccccc2cc1C(=O)N(CCN(C)C)c1nc2c(C)cccc2s1	1%	5	-4%	-7%	-1%	-3%	-3%	1%	0%	-11%	-12%
Cc1cc(C(=O)Nc2ccccc2N2CCOCC2)no1	-6%	8	1%	-1%	0%	·	-2%	·	·	-1%	9%
COc1ccccc1N1CCN(C(=O)CNS(=O)(=O)c2ccc(Br)s2)CC1	0%	-1	-11%	0%	-2%	-5%	2%	13%&-1%	-8%	-4%	-12%
CCOc1ccc(NC(=O)CNC(=O)c2ccco2)cc1	-5%	2	12%	?	2%	4%	?	-18%	4%	10%	?
CN(C)C1(CNC(=O)CC(NC(=O)c2ccccc2Cl)c2ccccc2)CCCCC1 (centres undefined)	0%	1	-1%	9%	-1%	-23%	0%	0%	14%	-3%	-27%
CC(C)N(CCCNC(=O)Cn1c(=O)c2cccn2c2ccccc21)Cc1ccccc1	-9%	0	2%	5%	-2%	-8%	-9%	-2%	5%	3%	0%
CC(C)CC(NC(=O)C1CCCCC1)C(=O)N1CCN(c2ccccn2)CC1 (centres undefined)	-2%	10	-7%	?	-2%	23%	-5%	1%	5%	1%	-38%
O=C(NCc1ccccc1)C1CCCC1	-1%	13	-3%	17%	5%	1%	1%	-6%	5%	?	·
CCOC(=O)c1[nH]c2c(c1-c1ccccc1)C(=O)CC(c1ccccc1)C2 (centres undefined)	0%	9	0%	?	10%	23%	17%	?	-13%	25%	20%
CC1CCCN(CCCNC(=O)c2ccc3c(c2)N(Cc2ccccc2F)C(=O)c2ccccc2S3(=O)=O)C1 (centres undefined)	0%	4	-2%	5%	1%	-39%	0%	0%&2%	?	12%	-7%&-21%
O=C(c1ccc(Cl)cc1)C1CCN(C(=O)N2CCOCC2)CC1	-1%	?	-1%	-2%	-3%	-4%	-1%	1%	1%	1%	1%
COc1ccc(NC(=O)CN(C)C(=O)Cc2ccsc2)cc1	0%	-7	1%	9%	5%	27%	-11%	-1%	7%	5%	-7%
Cc1ccc(/C=N\NC(=O)CCc2n[nH]c(=O)[nH]c2=O)o1	2%	-3	0%	0%	0%	3%	6%	1%	-10%	-5%	25%
COc1ccc(C(CNC(=O)COc2ccccc2OC)N2CCCCC2)cc1 (centres undefined)	-4%	0	-6%	6%	2%	-9%	-9%	1%	-1%	-8%	-5%
COc1cc(F)cc(-c2ccc3c(c2)c(C#Cc2ccsc2)c(-c2cc(OC)cc(OC)c2)n3C)c1	4%	·	8%	?	·	·	·	·	·	2%	29%
Cc1sc2nc(CSc3nc4ccccc4c(=O)n3CCCN3CCOCC3)[nH]c(=O)c2c1C	-7%	-1	-2%	?	-3%	7%	-1%	3%	-1%	-6%	0%
Cc1cccc(NC(=O)/C(C#N)=C/c2ccccc2O)n1	-8%	-3	16µM*	?	3.5µM*	10%	4µM*	0.6µM*	29%	?	?
COc1ccc(NC(=O)CCS(=O)(=O)c2ccc3c(c2)CCN3C(C)=O)cc1	-3%	1	2%	13%	-3%	1%	3%	3%	3%	10%	1%
O=C(c1cccc(OC2CCN(Cc3cc(F)cc(F)c3)CC2)c1)N1CCCC1	4%	10	-5%	-4%	-3%	-5%	-1%	1%	-5%	0%	2%
CCCCCCc1cc2cc(-c3nnc(-c4ccccc4)o3)c(=O)oc2cc1O	2%	?	-3%	?	1%	-2%	-1%	?	?	3%	-74%
CC1(C)NC(=O)N(CC(=O)N2CCCC(C(F)(F)F)C2)C1=O (centres undefined)	-2%	1	-3%	21%	11%	·	-5%	2%	·	-4%	-4%
Cc1cc(C)c2c(SC(C)C)nc(N)nc2n1	-1%	-4	3%	5%	-5%	0%	-9%	-9%	5%	-10%	-30%
